AmpC inh det – Promiscuous and Specific Inhibitors of AmpC Beta-Lactamase (assay with detergent) | Potency, µM (titrated, usually from 28.7 µM), for inactives: at the highest dose activity change, negative = inhibition | P00811 | AID 584, 2007 | purified AmpC, nitrocefin hydrolysis with detergent | 71,000 compounds, 0.09% hits; active = well fitted curve in the direction sought with a large enough effect
Target sequence (P00811 whole entry, looked up): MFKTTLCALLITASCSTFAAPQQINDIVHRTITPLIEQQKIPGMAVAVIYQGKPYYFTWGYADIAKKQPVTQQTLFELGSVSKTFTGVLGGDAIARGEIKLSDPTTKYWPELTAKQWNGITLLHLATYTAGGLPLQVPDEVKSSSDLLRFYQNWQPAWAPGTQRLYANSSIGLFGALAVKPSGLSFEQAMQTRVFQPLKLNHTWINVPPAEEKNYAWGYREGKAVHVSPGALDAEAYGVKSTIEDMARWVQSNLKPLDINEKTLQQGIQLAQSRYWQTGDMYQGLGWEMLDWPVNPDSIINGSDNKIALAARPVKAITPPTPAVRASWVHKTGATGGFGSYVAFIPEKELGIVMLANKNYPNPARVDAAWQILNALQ
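E. coli AmpC (5.3 nM) in 20 mM phosphate pH 7.0 with 0.01% Triton X-100, preincubated 15 min RT with compound; nitrocefin (2 uL of 800 uM stock) hydrolysis followed by 480 nm absorbance every 20 s over 4 min.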
Numbers without * were called inactive; & = joins results of further samples; [ ] = another dose, or the depositor's remark. % is scaled to controls: 0 for no effect and ±100 for the full control effect; potency is read from the fitted curve at half-maximal effect. These rows are one share of the data; rates above refer to the full screens.

SMILES	AmpC inh det
COc1ccc(-c2cc(OC)c3c(C)oc(C)c3c(=O)c2)cc1OC	-5.3%
COC(=O)c1[nH]c2ccc(F)cc2c1NC(=O)C1=COCCO1	-1.4%
O=C(Cn1nnc(-c2ccccc2)n1)NCc1ccccc1	1.1%
CCOc1ccccc1N1CCN(c2nc(N)c(C#N)c(CC#N)c2C#N)CC1	-2.7%
Clc1ccc2c(NCCNc3ccnc4cc(Cl)ccc34)ccnc2c1	-4.2%[5.75 µM]
COC(=O)Cc1c(C)c2ccc(OCC(C)=O)c(C)c2oc1=O	-3.8%
CC(=O)OCCOc1nc(N(C)C)nc(N(C)C)n1	3.4%
CCOCCCNC(=O)c1cccs1	-2.4%
CCOC(=O)N1CCN(C(=O)c2ccc3c(SCC(=O)O)c4c(nc3c2)CCCC4)CC1	11.4%
COc1ccc(S(=O)(=O)NCC(c2cccnc2)N2CCN(c3ccc(F)cc3)CC2)cc1C (stereo not given)	-4.1%
COc1ccc(S(=O)(=O)Nc2cc(C)ccn2)cc1OC	-4.7%
COCCSc1nnc(NC(=O)Cc2ccccc2OC)s1	-0.7%
COC(=O)c1c(NC(=O)CN2CCN(C(=O)c3ccco3)CC2)c2cc(C)ccc2n1C	12.2%
CC(=O)c1c(C)nc(C)nc1NC(=O)C(C)C	-2.8%
NCCCP(=O)(O)O	-2.6%
CCOc1ccccc1N1C(=O)CC(Sc2ncccc2C(=O)O)C1=O (stereo not given)	-4.8%
CCOc1ccc(-c2cc(C(=O)O)c3ccccc3n2)c(OCC)c1	6.8%
O=C(O)CSc1nnc(Cn2cnc3ccccc32)n1CCc1ccccc1	-1.7%
O=C(COc1ccc(Cl)cc1)NC1CN2CCC1CC2 (stereo not given)	-2.2%
Cc1cc(C)cc(OCCCCCNCCO)c1	1.7%
O=C(c1ccco1)N1CCN(CC(O)Cn2c3ccccc3c3ccccc32)CC1 (stereo not given)	10.5%
CCOC(=O)c1ccc(NCc2ccc3c(c2)OCO3)cc1	7.5%
N[C@@H](Cc1nn[nH]n1)C(=O)O	-1.5%[5.75 µM]
O=C(c1ccco1)N1CCCN(C(=O)c2ccco2)CC1	-3.2%
CCOP(=S)(OCC)SCOC(=O)NCC(=O)OC	-0.3%

Arranged by SMILES length (rising): part of the list above.
SMILES	AmpC inh det
NCCCP(=O)(O)O	-2.6%
CCOCCCNC(=O)c1cccs1	-2.4%
CC(=O)OCCOc1nc(N(C)C)nc(N(C)C)n1	3.4%
O=C(Cn1nnc(-c2ccccc2)n1)NCc1ccccc1	1.1%
O=C(c1ccco1)N1CCCN(C(=O)c2ccco2)CC1	-3.2%
COC(=O)Cc1c(C)c2ccc(OCC(C)=O)c(C)c2oc1=O	-3.8%
CCOc1ccc(-c2cc(C(=O)O)c3ccccc3n2)c(OCC)c1	6.8%

(cont.)
SMILES	AmpC inh det
OC(Cn1cncn1)c1ccc(Cl)cc1 (stereo not given)	0.7%
CCN(CC)S(=O)(=O)c1ccc(Cl)c(C(=O)Nc2nncs2)c1	14.4%
CCC(c1nnnn1Cc1ccccc1)N(Cc1ccco1)Cc1cc2cc(OC)ccc2[nH]c1=O (stereo not given)	-2.1%
Cc1ccc2oc(-c3ccc(NC(=O)c4cccnc4)cc3)nc2c1	6.1%
COCCN1C(=O)C(CC(=O)Nc2ccc(C(=O)O)cc2)SC1=Nc1ccccc1 (stereo not given)	-1.3%
O=C(Nn1c(=O)[nH]c2ccsc2c1=O)c1ccccc1	4.8%
O=C(COC(=O)c1ccco1)Nc1cccc(Br)c1	14.5%
COCCN1C=C(C(=O)OC)C(c2cc(Br)c(OC)c(OC)c2)C(C(=O)OC)=C1	-0.9%
COc1ccc(S(=O)(=O)Nc2cccc(Cl)c2)cc1OC	-2.6%
CN(C)c1nc2c(c(=O)n(C)c(=O)n2C)n1CC(=O)c1cccs1	-1.7%
CCOc1ccc2[nH]c(=O)c(CN(CCO)C(=O)c3ccc(Br)cc3)cc2c1	19.7%
CCN(C(=O)c1c(OC)cccc1OC)c1nnc(-c2cccnc2)s1	1.1%
O=C1C(SCCO)=C(SCCO)C(=O)c2ccccc21	9.9%&-3.2%
CCCCn1c(=N)n(CC(O)COc2ccccc2)c2ccccc21 (stereo not given)	10.6%
O=C(Nn1cnnc1)C1Cc2ccccc2CN1S(=O)(=O)c1ccc(F)cc1 (stereo not given)	-3.1%
CCOC(=O)N1CCN(C(=O)C2CCN(Cc3nc(-c4ccccc4C)oc3C)CC2)CC1	12.9%
CCOC(=O)N1CCC(N(CCCOC)C(=O)Nc2cccc(OC)c2)CC1	0.1%
CN(Cc1ccco1)c1cc(-c2ccccc2Cl)ncn1	10.1%
c1ccc(-c2cc(-c3cc(-c4ccccn4)[nH]n3)n[nH]2)nc1	-2.8%[5.75 µM]
COc1ccc(CCn2nnnc2C(C(C)C)N2CCN(c3ncccn3)CC2)cc1OC (stereo not given)	-2.8%
O=C(CCN1CCCCC1)NCC1OCCc2ccccc21 (stereo not given)	-0.3%
CCOC(=O)c1cn(CC)c2ccc(S(=O)(=O)N3CC(C)CC(C)C3)cc2c1=O (stereo not given)	10.0%
O=P(O)(CN1CCCCC1)CN1CCCCC1	-0.9%
Cc1ccc(N(CC(=O)Nc2ccc(F)c(Cl)c2)S(=O)(=O)c2c(C)noc2C)cc1	-3.4%
CCCCOC(=O)C(C#N)c1nc2ccccc2nc1N1CCOCC1 (stereo not given)	19.7%

Taken from above.
Under AmpC inh det, `OC(Cn1cncn1)c1ccc(Cl)cc1` (stereo not given) has 0.7%
Under AmpC inh det, `CCOc1ccccc1N1C(=O)CC(Sc2ncccc2C(=O)O)C1=O` (stereo not given) has -4.8%
Under AmpC inh det, `COCCN1C=C(C(=O)OC)C(c2cc(Br)c(OC)c(OC)c2)C(C(=O)OC)=C1` has -0.9%
Under AmpC inh det, `CCOC(=O)N1CCN(C(=O)c2ccc3c(SCC(=O)O)c4c(nc3c2)CCCC4)CC1` has 11.4%
Under AmpC inh det, `O=C(COC(=O)c1ccco1)Nc1cccc(Br)c1` has 14.5%

Following part:
SMILES	AmpC inh det
CC(=O)ON1C(C)(C)CC(OC(=O)c2ccccc2)CC1(C)C	-2.8%
CCOC(=O)CSc1nc2ccccc2c(=O)n1C1CCCC1	-3.3%
COC(=O)[C@H](C)NC(=O)Nc1ccc(OC(F)(F)F)cc1	0.2%
CCCCn1c(=O)n(CC(=O)Nc2c(CC)cccc2CC)c(=O)c2c1nc(CO)n2CCC	-0.9%
CN(CC(=O)NCc1ccc(Cl)cc1)S(=O)(=O)c1cccc2nsnc12	-0.6%
O=C(c1[nH]o[n+](=O)c1C(=O)c1csc2ccccc12)c1csc2ccccc12	-5.6%[5.75 µM]
C[C@H]1CS(=O)(=O)CCN1/N=C\c1ccc([N+](=O)[O-])o1	0.5%[12.8 µM]
COc1ccc(C(=O)C(c2ccccc2)N2CCOCC2)cc1 (stereo not given)	-4.2%
CCN(CC)C(=O)Nc1cnc2ccccc2c1	-4.3%
CCCN(CCC)[C@@H]1CCc2c(OC)cccc2[C@@H]1C	-4.3%
COc1ccc(S(=O)(=O)Nc2ccccc2C(=O)NCc2ccco2)cc1	11.0%
OCC(C#CCN1CCCCC1)NCc1ccccc1 (stereo not given)	0.2%
O=c1cc(Nc2ccc3c(c2)OCO3)[nH]c(=O)n1-c1ccc(Br)cc1	-2.5%
COc1ccc2[nH]c(C(=O)O)c(NS(=O)(=O)c3ccc(Cl)s3)c2c1	-1.4%
CC(C)OC(=O)C1C2C=CC3(CN(CC4CCCO4)C(=O)C13)O2 (stereo not given)	2.8%
CC(C)[C@H](NC(=O)NC1CCCc2ccccc21)C(=O)O (stereo not given in full)	-3.1%
Nc1nc(SCc2ccc(Cl)cc2)ns1	6.4%
Cn1c(=O)c(CCc2ccccc2)nc2cnc(Nc3ccccc3)nc21	0.5%
COc1ccccc1N1CCN(C(=O)Cn2nc(C(F)(F)F)c3c2CCC3)CC1	14.4%
CC(=O)N(Cc1cccs1)C1CCOC(C)(C)C1 (stereo not given)	-2.4%
COc1ccc(OC)c(Nc2ncnc3c2cnn3-c2cccc(C)c2)c1	-5.7%
CCc1nc(SCC(=O)N2CCN(C(=O)c3ccco3)CC2)c2c3c(sc2n1)CCCC3	-2.8%
CCc1nnc(SCc2ccc(OC(C)C)cc2)n1N	-2.5%
Cc1ccc(OC[C@H](O)[C@H](C)NC(C)C)c2c1CCC2	0.5%&-1.8%
COCCNC(=O)[C@H](C)/C=C(\c1cccnc1)C(NC(=O)OCc1ccccc1)c1ccc(C(=O)OC)cc1 (stereo not given in full)	13.6%

The list continues:
SMILES	AmpC inh det
Cc1cc(C(=O)Nc2nnc(C3CCCCC3)s2)no1	-2.1%
O=C(CCCN1CCC2(CC1)C(=O)N(CCc1ccc(N=C=S)cc1)CN2c1ccccc1)c1ccc(F)cc1	-4.6%
C[C@@]12C=CC(=O)C=C1CC[C@@H]1C2=CC[C@]2(C)[C@@H]1CC[C@H]2C(=O)CN1CCN(c2cc(N3CCCC3)nc(N3CCCC3)n2)CC1	-0.1%
CCOC(=O)C(C)Oc1ccc(=O)n(-c2ccccc2)n1 (stereo not given)	-0.7%
CCn1nnnc1SCC(=O)c1ccc(NC(C)=O)cc1	1.3%
COc1ccccc1C1/C(=C(\O)c2c(C)nc3c(C)cccn23)C(=O)C(=O)N1CCCN(C)C (stereo not given)	-4.5%
O=C(Nc1cccc(NS(=O)(=O)c2ccc(S(=O)(=O)NC3CC3)cc2)c1)c1ccccn1	6.2%
Cc1cc(NC(=O)CSc2ccc3nnc(-c4cccc(F)c4)n3n2)no1	-3.3%
O=C(CSc1nnc(-c2cccnc2)n1Cc1ccco1)c1ccc(Br)cc1	4.1%
COC(=O)N1[C@H](C)C=C[C@]1(Cc1ccccc1)C(=O)O	0.2%
CCN(CC)S(=O)(=O)c1cccc(-c2nnc(SCc3ncc(-c4ccccc4)o3)n2C)c1	-2.3%
COc1ccccc1NC(=O)CN1C(=O)NC(CC(C)C)C1=O (stereo not given)	-4.0%
COc1cc(NC(=O)c2nnn(Cc3ccc(SC)cc3)c2N)cc(OC)c1	10.7%
Cn1c(=N)c(S(=O)(=O)c2ccc(Cl)cc2)cc2c(=O)n3ccccc3nc21	-1.1%
O=C(CSc1nc(Nc2ccccc2)nc(N2CCOCC2)n1)N1CCc2ccccc21	-2.9%
Cc1cccn2cc(CCNC(=O)c3ccc(Br)o3)nc12	10.9%
COC(=O)c1ccc(NC(=O)CSc2n[nH]c(-c3ccncc3)n2)cc1	-2.5%
CN(C)c1ccc(/C=N/n2ncc3ccccc32)cc1	-6.5%
COc1ccc(N(C(=O)C(C)C)S(=O)(=O)c2ccc3c(c2)n(C)c(=O)n3C)cc1	-1.9%
CCCCNS(=O)(=O)c1ccc2nc(SCC(=O)Nc3sccc3C#N)[nH]c2c1	-3.2%
COc1ccc(-c2nn(C)c(=O)c3ccccc23)cc1CNC(=O)CN1CCOCC1	1.3%
Cn1c(NC(=O)c2ccc3c(c2)OCO3)cc(=O)n(C)c1=O	10.8%
COC1(OC)N=C(N)C2(C#N)C(c3cccc(Oc4ccccc4)c3)C12C#N (stereo not given)	-4.0%
CCOc1ccc(C(=O)NC2CCN(C(=O)NCc3ccccc3)CC2)cc1	-1.6%
Cc1noc(C)c1C(=O)N1CCC[C@@]2(CCN(C(c3ccccc3)c3ccccc3)C2)C1	0.1%

Molecules from the list above with a CF3 group (two):
SMILES	AmpC inh det
COC(=O)[C@H](C)NC(=O)Nc1ccc(OC(F)(F)F)cc1	0.2%
COc1ccccc1N1CCN(C(=O)Cn2nc(C(F)(F)F)c3c2CCC3)CC1	14.4%

(listing goes on)
SMILES	AmpC inh det
Cc1onc(-c2ccccc2)c1C(=O)Nc1ccc(S(=O)(=O)N2CCCCC2)cc1	12.1%
COc1ccc(-n2c3c(cc(C(=O)NC4CCSC4=O)c2=O)C(=O)CC(C)(C)C3)cc1 (stereo not given)	-1.4%
COC(=O)c1ccc(NC2(C#N)C(=O)Nc3ccccc32)cc1 (stereo not given)	-5.5%
O=C(C1CCN(S(=O)(=O)c2cccc3cccnc23)CC1)N1CCN(C2CCCCC2)CC1	8.3%
CC[C@]1(c2cccc(O)c2)CCCCN(C)C1	-0.8%[12.8 µM]
CS(=O)(=O)Nc1cccc(-c2ccc3ncnc(NCCN4CCOCC4)c3c2)c1	6.8%
Cc1cc(=S)cc(C)n1CCCO	-3.2%
COc1ccccc1NC(=O)CSc1ccc2nnc(-c3cccnc3)n2n1	11.2%
COc1ccccc1CCn1c(=O)c(-c2cccc(Cl)c2)nc2cncnc21	2.3%
CCC(CC)C(=O)Nc1ccccc1NC(C)=O	7.4%
CC(=O)N1CCc2cc(S(=O)(=O)NCCC3=CCCCC3)ccc21	-8.0%
O=C(Cc1ccc(Br)cc1)N1CCCCCC1	-3.9%
O=c1[nH]nc(CSCc2ccccc2Cl)[nH]1	-0.8%
Cc1cc(C)nc(N2CCC(C(=O)Nc3ccc4c(c3)OCO4)CC2)n1	-0.3%
c1ccc(-c2nnc(CN3CCC4(CC3)OCCO4)o2)cc1	-5.0%
Cc1cc(C(=O)CN2C(=O)NC3(CCCc4ccccc43)C2=O)c(C)n1Cc1cccs1 (stereo not given)	-0.7%
O=S(=O)(Cc1nc2ccccc2s1)c1ccccc1	-1.7%
CCOc1ccc2nc(NCCCNS(=O)(=O)c3ccccc3)c(C#N)cc2c1	7.4%
CNP1(NC)=NC(C(F)(F)F)=NC(C(F)(F)F)=N1	-5.4%
COc1ccc(C(=O)Nc2nnc(Cc3cccs3)s2)cc1OC	-5.0%
CC1(C)[C@@H]2CC[C@]1(CC(=O)O)[C@H](Cl)C2	-1.4%[5.75 µM]
Cc1ccc(F)c(NC(=O)C2CCCCC2C(=O)O)c1 (stereo not given)	6.3%
CCOC(=O)Cn1c(=O)n(CC(=O)OCC)c2ccccc21	-3.7%
CC(OC(=O)CN(C)S(=O)(=O)c1ccc(Cl)cc1)C(=O)Nc1ccc(N2CCOCC2)cc1 (stereo not given)	-2.0%
O=C(NC1CCCCC1)N1CCCCCCC1	-6.8%
